Bioassay records from PubChem.
TRPC6 act – activators of mouse TRPC6 channel; Q61143; HEK293-TRPC6 membrane potential dye fluorescence; hits give high values; B-score at 10 µM; actives 0.13% (n = 310,000);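 active = B-score of the integrated fluorescence ratio above library mean plus 3 SD, and starting fluorescence ratio within library mean plus 5 SD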;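 note: higher score means more depolarization so channel activation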
MrgX1 antag – blocks BAM8-22 activation of human MrgX1 receptor. Q96LB2. MRGX1-HEK293 calcium flux, Fluo-4, BAM8-22 antagonism; hits give low values. B-score at 10 µM. actives 1.3% (n = 310,000). AID 588676;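 active = calcium-response B-score plate-corrected more than 3 library SD below zero, starting fluorescence within 5 deviations, no agonist response on first addition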;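 note: peak minus trough fluorescence over baseline after final BAM8-22 challenge near maximal dose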
Target sequence (Q96LB2 whole entry, looked up): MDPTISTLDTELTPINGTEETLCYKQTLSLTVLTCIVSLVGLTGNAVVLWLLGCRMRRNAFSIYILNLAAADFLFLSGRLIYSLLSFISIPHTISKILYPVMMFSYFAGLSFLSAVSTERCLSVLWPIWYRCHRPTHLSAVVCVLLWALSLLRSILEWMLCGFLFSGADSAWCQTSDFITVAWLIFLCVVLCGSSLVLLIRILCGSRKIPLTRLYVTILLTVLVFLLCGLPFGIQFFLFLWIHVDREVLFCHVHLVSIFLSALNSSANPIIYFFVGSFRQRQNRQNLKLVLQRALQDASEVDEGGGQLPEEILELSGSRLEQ
RGS4 inh – inhibitors of human RGS4; P49798; HEK293 M3R/RGS4 inducible, Fluo-4 calcium flux; hits give high values; triggered by carbachol at its EC20; B-score at 10 µM; actives 0.45% (n = 310,000);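 active = B-score, a plate-corrected calcium signal, over three deviations above library mean, with baseline fluorescence within five deviations of library mean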;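 note: RGS4 expression induced by doxycycline in cells with stable M3 receptor; B-score is computed from the integrated fluorescence ratio over baseline after carbachol; higher B-score means a larger calcium signal and so more RGS4 inhibition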
Target sequence (P49798 whole entry, looked up): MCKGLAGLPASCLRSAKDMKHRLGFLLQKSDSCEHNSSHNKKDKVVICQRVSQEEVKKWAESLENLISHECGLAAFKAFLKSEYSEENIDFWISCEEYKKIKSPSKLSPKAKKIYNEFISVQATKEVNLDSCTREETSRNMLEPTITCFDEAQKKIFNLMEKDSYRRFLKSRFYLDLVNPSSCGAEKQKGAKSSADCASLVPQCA
MrgX1 allo act – human MrgX1 positive allosteric modulation, primary screen; actives 0.63% (n = 310,000); B-score at 10 µM; MrgX1-HEK293, Fluo-4 calcium flux, FDSS; hits give high values; Q96LB2;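 active = plate-corrected calcium response at least 3 library SD above typical, normal starting fluorescence, not activating the receptor alone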;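 note: compound read alongside a low EC10 to EC30 dose of BAM8-22 agonist; peak minus trough fluorescence over baseline measured at the second addition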
HIF activator – HIF pathway transcriptional activation; U2OS HRE-luciferase reporter, luminescence; normalized: DMSO 0%, desferrioxamine 100%; activation, % at 7.5 µM (by protocol); actives 0.32% (n = 300,000);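 active = mean activation of at least 10% of the iron chelator positive control signal, with at least half of replicates also reaching 10%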
SKKanGAS inh – inhibitors of SKKanGAS S. pyogenes growth in kanamycin (SK-promoter or general growth effect) | AID 1662 | actives 1.3% (n = 300,000) | BacTiter-Glo, 6 h | inhibition, % at 7.5 µM;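 active = mean replicate score, as percent of positive control median, at least 50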;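 note: strain carries kanamycin resistance gene driven by streptokinase promoter and grows in 40 µg/ml kanamycin; loss of luminescence reflects streptokinase promoter inhibition or plain growth inhibition; 0% = median of DMSO wells and 100% = positive control at its reference dose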
TRPC4 inh – TRPC4 (mouse) channel inhibition; B-score at 10 µM; Q9QUQ5; actives 0.39% (n = 300,000); HEK293 TRPC4beta/mu-opioid, DAMGO-evoked Fluo4 calcium flux; hits give low values;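 active = B-score over 3 SD under the library average, no early fluorescence shift, positive overall ratio signal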
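Assay system: HEK293 cells with stable TRPC4beta plus mu-opioid receptor expression. Dosing: single dose. Measured by: Fluo4 Ca2+ flux fluorescence. Also added: DAMGO in two steps, submaximal then maximal. Read-out: B score from integrated Fluo4 fluorescence ratio.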
RGS4 act – RGS4 potentiation or activation | actives 0.92% (n = 310,000) | B-score at 10 µM | AID 463111 | HEK293 M3R/inducible RGS4, carbachol calcium flux Fluo4; hits give low values;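 active = B-score of the integrated calcium signal more than 4 SD below the library mean, with starting fluorescence not abnormally high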;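 note: negative B-score means reduced calcium response which marks RGS4 activation or potentiation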
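Material: M3R-expressing HEK293 line, RGS4 induced by doxycycline | Schedule: Overnight RGS4 induction, 30 min dye load 37 °C, 20 min compound RT | Measured by: Fluo4 fluorescence kinetic imaging of calcium | Read-out: Integrated calcium ratio converted to B score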
MrgX1 agonist – human MrgX1 receptor agonism, primary screen; Q96LB2; actives 0.44% (n = 310,000); B-score at 10 µM; MrgX1-HEK293 cells, Fluo-4 calcium fluorescence, agonist mode; hits give high values; AID 588627;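 active = calcium response B-score plate-corrected fluorescence ratio at least 3 library SD, with starting fluorescence B-score inside 5 SD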
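times = overnight plating, then 30 min 37 °C plus 30 min room-temperature dye loading | assay system = stable human MrgX1 HEK293 cell line | input = fifteen thousand cells per well | signal = kinetic calcium dye fluorescence, Fluo-4 NW | dosing = compound delivered in addition one of three | read-out = B-scored fluorescence response ratio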
Platelet DG rel – modulates dense granule release in human platelets; actives 0.22% (n = 300,000); inhibition, %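 (compounds screened at 7.5 µM in platelet-rich plasma)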; human platelet-rich plasma, SFLLRN dense granule ATP release, luminescence; AID 1663;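 active = mean replicate score, as percent of positive control, at or above 50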
TRPC6 inhibitor – blocks the mouse TRPC6 cation channel; AID 2553; Q61143; HEK293-TRPC6, membrane potential dye, ACh-evoked depolarization; hits give low values; actives 1.1% (n = 310,000); B-score at 10 µM;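 active = B-score under library mean minus 3 SD, initial fluorescence not abnormally high, positive integrated signal ratio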;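 note: B-score derived from integrated fluorescence ratio over the kinetic read; more negative B-score means stronger inhibition of depolarization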
Active calls of the source: *.

Results for CC(=O)O[C@@]12CO[C@@H]1C[C@H](OC1OCC(O)C(O)C1O)[C@@]1(C)C(=O)[C@H](O)C3=C(C)[C@@H](OC(=O)[C@H](O)[C@@H](NC(=O)c4ccccc4)c4ccccc4)C[C@@](O)([C@@H](OC(=O)c4ccccc4)C12)C3(C)C (stereo partly drawn) ?
TRPC6 act: inactive; MrgX1 antag: inactive; RGS4 inh: inactive; MrgX1 allo act: inactive; HIF activator: 0.5; SKKanGAS inh: 2; TRPC4 inh: inactive; RGS4 act: inactive; MrgX1 agonist: inactive; Platelet DG rel: -4; TRPC6 inhibitor: inactive

How did CC1CCN(CC#CCOc2ccc(Cl)cc2)CC1 do in these assays?
TRPC6 act: inactive; MrgX1 antag: inactive; RGS4 inh: inactive; MrgX1 allo act: inactive; HIF activator: 0.0; SKKanGAS inh: -1; TRPC4 inh: inactive; RGS4 act: inactive; MrgX1 agonist: inactive; Platelet DG rel: 4; TRPC6 inhibitor: inactive

What do the screens show for `CC[N+](C)(CC)CCCOC(=O)C(O)(c1ccccc1)C1CCCCC1` (stereo not drawn)?
TRPC6 act: inactive; MrgX1 antag: inactive; RGS4 inh: inactive; MrgX1 allo act: inactive; HIF activator: -0.5; SKKanGAS inh: 5; TRPC4 inh: inactive; RGS4 act: -7.1*; MrgX1 agonist: inactive; Platelet DG rel: 0; TRPC6 inhibitor: -8.1*

Results for CC(=O)N1CN2CN(C(C)=O)CC(C(=O)c3ccccc3)(C2)C1 ?
TRPC6 act: inactive; MrgX1 antag: inactive; RGS4 inh: inactive; MrgX1 allo act: inactive; HIF activator: 0.0; SKKanGAS inh: -6; TRPC4 inh: inactive; RGS4 act: inactive; MrgX1 agonist: inactive; Platelet DG rel: 0; TRPC6 inhibitor: inactive

Results for COc1ccc(CCn2c(O)c(C=Nc3ccc(NC(C)=O)cc3)c(=O)[nH]c2=O)cc1OC ?
TRPC6 act: inactive; MrgX1 antag: inactive; RGS4 inh: inactive; MrgX1 allo act: inactive; HIF activator: -0.2; SKKanGAS inh: 3; TRPC4 inh: inactive; RGS4 act: inactive; MrgX1 agonist: inactive; Platelet DG rel: 3; TRPC6 inhibitor: inactive

How did COc1cc(C2SCC(=O)Nc3c2c(=O)[nH]n3C2CCCCCC2)cc(OC)c1OC (stereo not drawn) do in these assays?
TRPC6 act: inactive; MrgX1 antag: inactive; RGS4 inh: inactive; MrgX1 allo act: inactive; HIF activator: -0.2; SKKanGAS inh: -7; TRPC4 inh: inactive; RGS4 act: inactive; MrgX1 agonist: inactive; Platelet DG rel: -1; TRPC6 inhibitor: inactive

How did Nc1ccc2c(c1)oc1ccccc12 do in these assays?
TRPC6 act: inactive; MrgX1 antag: inactive; RGS4 inh: inactive; MrgX1 allo act: inactive; HIF activator: 0.2; SKKanGAS inh: -4; TRPC4 inh: inactive; RGS4 act: inactive; MrgX1 agonist: inactive; Platelet DG rel: 2; TRPC6 inhibitor: inactive

How did CCCCn1c(O)c(C=NCc2ccc3c(c2)OCO3)c(=O)[nH]c1=O do in these assays?
TRPC6 act: inactive; MrgX1 antag: inactive; RGS4 inh: inactive; MrgX1 allo act: inactive; HIF activator: 0.2; SKKanGAS inh: -6; TRPC4 inh: inactive; RGS4 act: inactive; MrgX1 agonist: inactive; Platelet DG rel: -12; TRPC6 inhibitor: inactive

What do the screens show for `COC(=O)C(O)(c1ccc(N(C)C(=O)c2cccs2)cc1)C(F)(F)F` (stereo not drawn)?
TRPC6 act: inactive; MrgX1 antag: inactive; RGS4 inh: inactive; MrgX1 allo act: inactive; HIF activator: -0.2; SKKanGAS inh: -2; TRPC4 inh: inactive; RGS4 act: inactive; MrgX1 agonist: inactive; Platelet DG rel: -3; TRPC6 inhibitor: inactive

What do the screens show for `CN(C)/C=C1/C(=O)NC(=O)N(CCNc2ncc(C(F)(F)F)cc2Cl)C1=O`?
TRPC6 act: inactive; MrgX1 antag: inactive; RGS4 inh: inactive; MrgX1 allo act: inactive; HIF activator: -0.1; SKKanGAS inh: -1; TRPC4 inh: inactive; RGS4 act: inactive; MrgX1 agonist: inactive; Platelet DG rel: -3; TRPC6 inhibitor: inactive

Results for CCc1ccc(C2=NN(CCC(=O)N3CCC4(CC3)OCCO4)C(=O)CC2)cc1 ?
TRPC6 act: inactive; MrgX1 antag: inactive; RGS4 inh: inactive; MrgX1 allo act: inactive; HIF activator: 0.5; SKKanGAS inh: -20; TRPC4 inh: inactive; RGS4 act: inactive; MrgX1 agonist: inactive; Platelet DG rel: -2; TRPC6 inhibitor: inactive

What do the screens show for `CCc1cc(=O)oc2cc(C)cc(OCC(=O)N3CCC(C(=O)O)(c4ccccc4)CC3)c12`?
TRPC6 act: inactive; MrgX1 antag: inactive; RGS4 inh: inactive; MrgX1 allo act: inactive; HIF activator: 0.3; SKKanGAS inh: 4; TRPC4 inh: inactive; RGS4 act: inactive; MrgX1 agonist: inactive; Platelet DG rel: 0; TRPC6 inhibitor: inactive

Results for O=C(c1cc(C(=O)NCc2ccc(Cl)cc2)c(=O)n(Cc2ccc(Cl)cc2)c1)c1cc(F)ccc1O ?
TRPC6 act: inactive; MrgX1 antag: inactive; RGS4 inh: inactive; MrgX1 allo act: inactive; HIF activator: -0.1; SKKanGAS inh: 16; TRPC4 inh: inactive; RGS4 act: inactive; MrgX1 agonist: inactive; Platelet DG rel: -6; TRPC6 inhibitor: inactive

How did CCOC(=O)c1ccc(N=Cc2c(O)n(-c3ccccc3F)c(=S)[nH]c2=O)cc1 do in these assays?
TRPC6 act: inactive; MrgX1 antag: inactive; RGS4 inh: inactive; MrgX1 allo act: inactive; HIF activator: 0.2; SKKanGAS inh: 3; TRPC4 inh: inactive; RGS4 act: inactive; MrgX1 agonist: inactive; Platelet DG rel: 8; TRPC6 inhibitor: inactive

What do the screens show for `O=C(O)C(Cl)Cl`?
TRPC6 act: inactive; MrgX1 antag: inactive; RGS4 inh: inactive; MrgX1 allo act: inactive; HIF activator: -0.1; SKKanGAS inh: -6; TRPC4 inh: inactive; RGS4 act: inactive; MrgX1 agonist: inactive; Platelet DG rel: 5; TRPC6 inhibitor: inactive

How did Cc1ccc(NC(=O)c2cc(-c3ccccc3)n(CCCN3CCOCC3)c2C)cc1 do in these assays?
TRPC6 act: inactive; MrgX1 antag: inactive; RGS4 inh: inactive; MrgX1 allo act: inactive; HIF activator: -0.1; SKKanGAS inh: -8; TRPC4 inh: inactive; RGS4 act: inactive; MrgX1 agonist: inactive; Platelet DG rel: 14; TRPC6 inhibitor: inactive

Results for CN1CCN(c2ccc([N+](=O)[O-])c(NCc3ccco3)c2)CC1 ?
TRPC6 act: inactive; MrgX1 antag: inactive; RGS4 inh: inactive; MrgX1 allo act: inactive; HIF activator: -0.7; SKKanGAS inh: -2; TRPC4 inh: inactive; RGS4 act: inactive; MrgX1 agonist: inactive; Platelet DG rel: -21; TRPC6 inhibitor: inactive

What do the screens show for `CN(C)C1=C(C#N)C(c2ccccc2)=NP(N(C)C)(N(C)C)=N1`?
TRPC6 act: inactive; MrgX1 antag: inactive; RGS4 inh: inactive; MrgX1 allo act: inactive; HIF activator: -0.6; SKKanGAS inh: -3; TRPC4 inh: inactive; RGS4 act: inactive; MrgX1 agonist: inactive; Platelet DG rel: -2; TRPC6 inhibitor: inactive

What do the screens show for `CN1C(=O)C(=Cc2ccccc2OCc2ccccc2Cl)C(=O)N(C)C1=O`?
TRPC6 act: inactive; MrgX1 antag: inactive; RGS4 inh: inactive; MrgX1 allo act: inactive; HIF activator: -0.1; SKKanGAS inh: -1; TRPC4 inh: inactive; RGS4 act: inactive; MrgX1 agonist: inactive; Platelet DG rel: 7; TRPC6 inhibitor: inactive

How did C=CCn1c(O)c(C(C)=NCc2ccc3c(c2)OCO3)c(=O)[nH]c1=O do in these assays?
TRPC6 act: inactive; MrgX1 antag: -4.7*; RGS4 inh: inactive; MrgX1 allo act: inactive; HIF activator: -0.5; SKKanGAS inh: -2; TRPC4 inh: inactive; RGS4 act: inactive; MrgX1 agonist: inactive; Platelet DG rel: -10; TRPC6 inhibitor: inactive

Results for CC(C(=O)N1CCC2(CC1)OCCO2)C1Sc2ccccc2NC1=O (stereo not drawn) ?
TRPC6 act: inactive; MrgX1 antag: inactive; RGS4 inh: inactive; MrgX1 allo act: inactive; HIF activator: -0.6; SKKanGAS inh: -4; TRPC4 inh: inactive; RGS4 act: inactive; MrgX1 agonist: inactive; Platelet DG rel: 3; TRPC6 inhibitor: inactive

Results for CC(Cc1ccccc1)NC(=O)Cc1ccc(N(C)C)cc1 (stereo not drawn) ?
TRPC6 act: inactive; MrgX1 antag: inactive; RGS4 inh: inactive; MrgX1 allo act: inactive; HIF activator: 0.5; SKKanGAS inh: -5; TRPC4 inh: inactive; RGS4 act: inactive; MrgX1 agonist: inactive; Platelet DG rel: 0; TRPC6 inhibitor: inactive

How did CCN(CC)C(=O)c1ccc(NC(=O)c2sccc2-c2ccccc2)cc1 do in these assays?
TRPC6 act: inactive; MrgX1 antag: inactive; RGS4 inh: inactive; MrgX1 allo act: inactive; HIF activator: -0.4; SKKanGAS inh: 5; TRPC4 inh: inactive; RGS4 act: inactive; MrgX1 agonist: inactive; Platelet DG rel: 6; TRPC6 inhibitor: inactive

How did CCc1ccc(/C=C(/C#N)C(N)=S)cc1 do in these assays?
TRPC6 act: inactive; MrgX1 antag: inactive; RGS4 inh: inactive; MrgX1 allo act: inactive; HIF activator: 0.3; SKKanGAS inh: -4; TRPC4 inh: inactive; RGS4 act: inactive; MrgX1 agonist: inactive; Platelet DG rel: -3; TRPC6 inhibitor: inactive

What do the screens show for `C/C=C1\CN2[C@H]3C[C@@]45c6ccccc6N(C)[C@H]4[C@@H]2CC1C3[C@H]5O` (stereo partly drawn)?
TRPC6 act: inactive; MrgX1 antag: inactive; RGS4 inh: inactive; MrgX1 allo act: inactive; HIF activator: 0.0; SKKanGAS inh: 1; TRPC4 inh: inactive; RGS4 act: inactive; MrgX1 agonist: inactive; Platelet DG rel: 1; TRPC6 inhibitor: inactive

How did COc1ccc(-n2c(-c3ccccc3Br)nc3ccccc3c2=O)cc1 do in these assays?
TRPC6 act: inactive; MrgX1 antag: inactive; RGS4 inh: inactive; MrgX1 allo act: inactive; HIF activator: -1.5; SKKanGAS inh: 2; TRPC4 inh: inactive; RGS4 act: inactive; MrgX1 agonist: inactive; Platelet DG rel: -5; TRPC6 inhibitor: inactive

A portion of the library. The share of hits here may be higher or lower than overall.
